# Bioassay records from PubChem.
# TSHR antag = Antagonists of the Thyroid Stimulating Hormone Receptor: HTS campaign; Thyrotropin receptor (Homo sapiens), P16473; TSHR-expressing cells, TSH-stimulated cAMP HTRF, 2 h; stronger effect = lower value; activity change, negative = inhibition, % at 11.5 µM; hit rate 0.2% among 330,000; AID 504810, 2011;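 active means activity change below a set negative limit, meaning inhibition stronger than a set level, cut at about -70% in these data; inconclusive means activity change between two set negative limits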; further: on the % scale 0 is the no-effect control and ±100 the full control effect
#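 Freshly harvested TSHR cells receive pin-tooled compound, then EC80 TSH at 4nM final. After 2 hours at 37 deg C, antibody in lysis buffer and cAMP-d2 are added; 30 minutes at ambient temperature precede the HTRF read.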
# Giardia kill = Small Molecules that selectively kill Giardia lamblia: qHTS; Giardia lamblia trophozoite viability; activity change, % at 7.66 µM, hits read low; hit rate 0.15% among 340,000; in the data active means activity change below about -80%; inconclusive means between about -30% and that limit;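 further: parasites exposed to compound for two days anaerobically before the ATP read; on the % scale 0 is the no-effect control and ±100 the full control effect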
#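 Giardia trophozoites, 100 cells per well, were exposed to compounds for 48 hrs at 37 deg C under anaerobic conditions; viability was then read as ATP content by bioluminescence after 15-30 min at room temperature.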
# A-T KAP1 phos = qHTS Assay for Identifying a Potential Treatment of Ataxia-Telangiectasia. […] A-T fibroblasts, KAP-1 phosphorylation AlphaLISA; neocarzinostatin DNA damage 30 min before lysis. Potency, µM (highest dose often 57.5 µM), for inactives: top-dose activation, most hits filed as activators. hit rate 0.19% among 320,000; further: potency means the concentration at half of the fitted maximal effect; % of control where 0% means no effect; nearly all actives have a fitted effect of over 45% in size
#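 ATM-like activity read as KAP-1 phosphorylation via AlphaLISA donor/acceptor antibody pairs after lysis and 6 hr at 25C. Cells were ATM-null patient fibroblasts ([…], hTERT), dosed 60 min, then exposed to the DSB inducer NCS for 30 min.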
# KCNH2 WT inh = qHTS for Inhibitors of KCHN2 3.1: Wildtype qHTS. U2OS, BacMam KCNH2, thallium flux FluxOr; stronger effect = lower value. activity change, % at 1.84 µM. hit rate 0.37% among 340,000. Voltage-gated inwardly rectifying potassium channel KCNH2 (Homo sapiens), Q12809. AID 720551, 2013;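 active means maximum activity change below -70%; inconclusive means maximum activity change between -70% and -50%; inactive means maximum activity change above -50%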; further: on the % scale 0 is the no-effect control and ±100 the full control effect
#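 U2OS cells transduced with wild-type KCNH2 virus are loaded with FluxOr dye for 45 min, and thallium flux is measured in kinetic reads before and after stimulation buffer. Rate constants are normalized to DMSO controls.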
# CXXC DNA block = qHTS Fluorescence Polarization Assay for Inhibitors of MLL CXXC domain - DNA interaction; AID 2662, 2010; hit rate 0.037% among 290,000; Histone-lysine N-methyltransferase 2A (Homo sapiens), Q03164; MLL-CXXC / FITC-HOXA9 DNA fluorescence polarization; Potency, µM (highest dose often 115 µM), inactives show at the top dose activity change, negative = inhibition, usual class: inhibitors; active means well fitted inhibition curve with a large enough effect in the polarisation, with a control signal flat, not every such curve was filed as active; inconclusive means small, poorly fitted or top-dose-only effect, or effect the other way, or a change in a side signal; inactive means no such curve, though single readings can be large or run the other way; the % refers to the polarisation; further: potency means the concentration at half of the fitted maximal effect
#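 Purified MLL-CXXC (added from a 7 uM solution) was preincubated 5 min at ambient with pinned compounds in 50 mM Tris-HCl pH 7.5, 50 mM NaCl, 1 mM DTT, 0.05% BSA. Fluorescein-labeled HOX-A9 DNA (50 nM solution) followed, 30 min, then polarization read.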
# GALK inhibitor = qHTS Assay for Inhibitors of Human Galactokinase (GALK); P51570; Purified GALK, Kinase-Glo residual ATP luminescence; Potency, µM (series often up to 57.5 µM), inactives show top-dose activity change, negative = inhibition, most hits filed as inhibitors; hit rate 0.007% among 270,000; AID 1868, 2009; further: potency means the concentration at half of the fitted maximal effect; on the % scale 0 is the no-effect control and ±100 the full control effect
# Target sequence (P51570 whole entry, looked up): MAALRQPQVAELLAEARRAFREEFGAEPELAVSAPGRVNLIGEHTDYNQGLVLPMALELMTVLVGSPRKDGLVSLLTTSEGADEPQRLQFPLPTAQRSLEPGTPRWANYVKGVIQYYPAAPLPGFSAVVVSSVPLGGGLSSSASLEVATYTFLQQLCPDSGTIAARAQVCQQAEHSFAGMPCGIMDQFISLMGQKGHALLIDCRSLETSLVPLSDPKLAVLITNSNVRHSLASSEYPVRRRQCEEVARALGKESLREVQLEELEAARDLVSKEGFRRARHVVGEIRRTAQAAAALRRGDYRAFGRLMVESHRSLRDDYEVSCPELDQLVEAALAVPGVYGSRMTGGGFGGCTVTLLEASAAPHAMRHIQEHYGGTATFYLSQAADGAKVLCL
#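 Luminescence from leftover ATP (Ultra-Glo luciferase/luciferin) served as read-out after a 1 h room-temperature reaction of 5 nM GALK with 35 uM ATP and 100 uM galactose.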
# TCR act = Activators of T cell receptors: qHTS campaign | primary human leukocytes, anti-CD3, IL-2 HTRF, 48 h | Potency, µM (top dose mostly 9.22 µM), for inactives: at the top dose activation of IL-2 secretion, hits mostly activators | 330,000 tested, under 10 active | AID 504894, 2011; further: % of control where 0% means no effect
#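 Compounds are tested in HTS on primary human leukocytes co-incubated with a-CD3 beads for 48 hr. IL-2 output is measured by time-resolved FRET.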
# FBPA coupling cs = qHTS Assay for Inhibitors of Fructose-1,6-bisphosphate Aldolase from Giardia Lamblia: Coupling assay counterscreen; hit rate 0.67% among 290,000; AID 2472, 2010; coupling enzyme system counterscreen, AmpLite Red fluorescence; activity change, negative = inhibition, % at 58.2 µM, hits read low; in the data active means activity change below about -30%; further: on the % scale 0 is the no-effect control and ±100 the full control effect
#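 Compounds tested against the coupling enzymes alone at 57.5 uM final; readout was AmpLite Red fluorescence (525/598 nm) after 20 min at RT.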
# BCR signal inh = qHTS Assay to Find Inhibitors of Chronic Active B-Cell Receptor Signaling; ABC-DLBCL IkBa-CBG/CBR reporter, luminescence ratio, 4 h; Potency, µM (doses to about 46.1 µM), without a hit: at the top dose ratio change, negative = lower green/red ratio, most hits filed as inhibitors; hit rate 0.05% among 340,000; AID 493014, 2011; active means well fitted inhibition curve with a large enough effect in the signal ratio, with a control signal flat, not every such curve was filed as active; inconclusive means small, poorly fitted or top-dose-only effect, or effect the other way, or a change in a side signal; the % refers to the signal ratio;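 further: potency means the concentration at half of the fitted maximal effect; plate controls were basal doxycycline-induced cells for no effect and cells given 10 µM MG132 for full effect; MG132 reads +100%, hits lower the ratio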
#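 Compounds up to 46 uM were incubated four hours with TMD8 cells whose green CBG68 luciferase is fused to IkappaBalpha; red CBR luminescence normalised the signal, and concentration-effect curves were fitted to fusion, red and ratio data.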
# Tb PFK block = qHTS Assay to Find Inhibitors of T. brucei phosphofructokinase; T. brucei PFK, ADP-Glo luminescence; Potency, µM (titrated, usually from 57.5 µM), for the others: at the highest dose activity, negative = inhibition, actives largely listed as inhibitors; AID 485367, 2010; hit rate 0.17% among 330,000;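 further: potency means the concentration at half of the fitted maximal effect; 0% = uninhibited 1x PFK enzyme wells and -100% = no-enzyme wells; nearly all actives have a fitted effect of over 60% in size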
# Target sequence (O15648 whole entry, looked up): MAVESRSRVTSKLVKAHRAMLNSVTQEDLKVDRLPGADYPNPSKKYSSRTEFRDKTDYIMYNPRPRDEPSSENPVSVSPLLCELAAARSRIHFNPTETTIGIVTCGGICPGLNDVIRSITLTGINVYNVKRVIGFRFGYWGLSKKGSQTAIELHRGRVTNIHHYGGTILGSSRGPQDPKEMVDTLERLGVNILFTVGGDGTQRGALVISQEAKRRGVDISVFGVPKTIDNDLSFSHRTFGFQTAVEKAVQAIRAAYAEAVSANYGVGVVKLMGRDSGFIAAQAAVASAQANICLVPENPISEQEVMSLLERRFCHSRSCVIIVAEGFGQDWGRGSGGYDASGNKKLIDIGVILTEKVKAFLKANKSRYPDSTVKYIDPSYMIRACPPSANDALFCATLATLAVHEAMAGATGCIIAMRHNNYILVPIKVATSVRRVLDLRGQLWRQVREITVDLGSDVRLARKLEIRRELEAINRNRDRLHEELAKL
#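 ADP-Glo luminescence quantified ADP after 45 min at room temperature, with 1.25 nM T. brucei PFK, 0.1 mM ATP and 0.5 mM fructose-6-phosphate in pH 8.0 TEA buffer. qHTS titrations up to 57 µM; curves classified by quality.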
# An asterisk follows results filed as active; ? = inconclusive; · = not tested or not shown; & = joins results of further samples; [ ] = another dose, or the depositor's remark. Unless noted, the call rests on the fitted dose curve; in most records, active means well fitted curve in the direction sought with a large enough effect; inconclusive means small, poorly fitted or top-dose-only effect, or another doubt; inactive means no such curve, though single readings can be large; an effect the other way counts as inactive or inconclusive.
SMILES,TSHR antag,Giardia kill,A-T KAP1 phos,KCNH2 WT inh,CXXC DNA block,GALK inhibitor,TCR act,FBPA coupling cs,BCR signal inh,Tb PFK block
Cc1nc2ccccc2c(C)c1C(=O)c1ccc(F)cc1,2,0,7%,-11,1%,7%,-9%,1,-3%,-1%
COc1cc2cc(Oc3ccc4ccc(=O)oc4c3)c(=O)oc2cc1O,-1,-22,-9%,0,14%,·,13%,-2&4,-1%,-4%
CCCn1c(C(C)Nc2nc(-c3ccc(C)cc3)cs2)nc2ccccc21 (stereo not given),-12,-16,8%,15,7%,·,5%,0,-4%,4%
O=C(Nc1ccc(Br)cc1)c1cnc[nH]1,0,-19,-18%,7,?,-1%,-2%,1,?,0%
COc1ccc(C(=O)NNC(=O)C2CCCO2)cc1 (stereo not given),-1,-19,-4%,0,3%,-2%,4%,3,-1%,-7%
COc1ccc2nc(SC(C(=O)c3ccccc3)c3ccccc3)nc(C)c2c1 (stereo not given),-11,0,9%,2,-2%,-1%,-4%[46.1 µM],0,0%,3%
COC(=O)CNc1nc(-c2ccncc2)nc2ccccc12,0,-8,-2%,-7,?,-1%,2%,-1,-7%,1%
CC(=O)n1cc(CO)c2ccccc21,-8,13,-13%,-1,-7%,·,-7%,1,-14%,-8%
CCOC(=O)c1c(N)sc(C(C)=O)c1C,4,3,-3%,-5,0%,-1%,0%,0,?,-8%
CCN(/N=C/c1ccc(Cl)cc1)c1cc(=O)n(C)c(=O)[nH]1,0,4,2%,-7,-5%,-1%,-11%[46.1 µM],-27,10%,-10%
COc1ccc2oc(C(=O)Nc3ccc(C)cn3)c(C)c2c1,3,32[activator],0%,-2,·,·,-8%,·,-1%,0%
O=C(CN1CCCCCCC1)N/N=C/c1ccc(F)cc1F,11,14,12%,36,-5%,2%,-1%[46.1 µM],5,?,1%
CN1N=C(C(=O)N2CCCC(N3CCN(c4ccc(F)cc4)CC3)C2)CCC1=O (stereo not given),11,23,1%,0,4%,7%,8%,·,0%,1%
CC(C)(C)c1ccc(-n2ncc3c2CCCC3NC(=O)CCN2CCCCC2=O)cc1 (stereo not given),-1,4,15%,5,-2%,1%,5%,·,-14%,-9%
CCC(C)(C)n1nnnc1C(c1ccc(C)cc1)N(Cc1ccco1)Cc1cccs1 (stereo not given),-24,-7,0%,6,2%,-4%,3%,-1,?,1%
Cc1nc2cc(C(=O)N3c4ccccc4CC3C)ccc2s1 (stereo not given),-1,2,0%[11.5 µM],0,-9%,-1%,-1%,0,?,-1%
CCc1ccccc1NC(=O)c1nnn(CC(=O)Nc2ccccc2C)c1N,18,10,0%,-2,-1%,-1%,7%,-1,13%,2%
Cn1c(NC(=O)c2ccco2)c(-c2ccccc2Cl)c(=O)c2ccccc21,-6,15,13%,1,1%,-2%,4%,2,0%,-1%
O=S(=O)(NCC1CCCO1)c1ccc(S(=O)(=O)N(Cc2ccc(F)cc2)Cc2ccccn2)cc1 (stereo not given),-11,3,4%,-3,4%,·,-3%[46.1 µM],2,7%,0%
CCC1=Nc2cc(C(=O)O)ccc2Sc2ccccc21,-6,5,4%,-11,-1%,·,5%,19,19%,-2%
CC(NC(=O)COC(=O)Cn1cc(C(F)(F)F)ccc1=O)c1ccccc1 (stereo not given),1,2,-1%,-38,·,·,3%,·,10%,2%
O=C(O)c1nn(CCOc2ccccc2F)c(=O)c2ccccc12,-3,-2,1%,8,46%[activator],-4%,-4%,-1,?,0%
O=C(CSc1nnc(NC(=O)Cc2ccccc2)s1)NCc1ccco1,-1,15,0%,-13,17%,8%,2%,0,6%,-8%
Cc1ccc(CSc2ncccc2C(=O)O)cc1,-5,-6,5%,-2,7%,-3%,0%,5,24%&7%,1%
Cc1onc(-c2ccccc2)c1C(=O)Nc1ccc2c(c1)OCO2,-3,8,-1%,2,-7%,3%,0%,11,0%,2%
CC(=O)Cc1c(C(=O)O)c(C)nn1-c1ccccc1,6,-22,3%,0,-1%,1%,0%,18,?,-2%
CCNS(=O)(=O)c1ccc(NC(=O)c2ccc(Cn3cc([N+](=O)[O-])cn3)o2)cc1,-10,-17,9%,-10,-3%,-1%,-2%,-3,3%,?
CCN(/N=C/c1cccs1)c1cc(=O)n(C)c(=O)[nH]1,-1,3,1%,-6,-4%,2%,-7%[46.1 µM],-6,2%,-8%
O=C(Nc1cccc2ccccc12)N1CC=C(c2ccccc2)CC1,2,5,·,-2,5%,1%,-2%,-1,?,-5%
Cc1ccc(S(=O)(=O)NC(C(=O)Oc2cc3oc(=O)cc(C)c3cc2Cl)C(C)C)cc1 (stereo not given),-13,-12,-8%,4,12%,1%,-14%,-4,?,3%
COC(=O)CN(c1nc(C)cc(OC)n1)S(=O)(=O)c1ccc(C)cc1,-3,-12,-1%,-3,1%,0%,3%,0,0%,-4%
CSC(=S)N(C)C1CCS(=O)(=O)C1 (stereo not given),6,-1,1%,5,0%,0%,0%[46.1 µM],5,0%,1%
CCCCNc1c(-c2ccc(SC3CCCCC3)c(OC)c2)nc2ccc(C)cn12,-7,11,22%,8,·,·,-11%,·,6%,8%
COc1ccccc1OCCOCCOc1ccc(C)cc1[N+](=O)[O-],11,19,3%,0,-2%,0%,2%[46.1 µM],0,-3%,-2%
COc1ccccc1N1CCN(C2=CC(=O)CCC2)CC1,0,-4,6%,7,-5%,4%,·,0,-1%,-6%
CN(CCCNC(=O)c1cccn2c(=O)c3ccccc3nc12)Cc1ccccc1,2,28,5%,10,4%,-3%,9%,-2,0%,0%
Cc1ccc(SCCN2CCC(C)CCC2=O)cc1 (stereo not given),21,-28,7%,-20,-2%,·,-9%,-2,14%,7%
O=C(C1=C[C@@H](C2CC2)C[C@@H](OCCCCO)O1)N1CCOCC1,-6,17,5%,5,-19%,0%,-2%,1,?,-2%
CC(C)(C)N1CC2(c3ccccc3)CN(C(C)(C)C)CC(c3ccccc3)(C1)C2=O,-2,1,·,5,-15%,0%,1%,-2,9%,-3%
COc1ccc(CN(C)CC(=O)Nc2ccccc2C(=O)NC2CC2)cc1F,15,6,3%,1,·,·,-3%,·,-19%,0%
CCC(C)(C(=O)NC1CCCCC1)N(CC1CCCO1)C(=O)c1ccccn1 (stereo not given),6,7,-2%,-1,-3%,-1%,-1%,1,4%,-6%
O=C(CSc1ccc2nnc(-c3cccnc3)n2n1)NCc1ccc2c(c1)OCO2,-3,-16,11%,0,0%,-5%,-2%,1,-2%,0%
CC(C)c1ccccc1OCC(=O)NCC(c1cccs1)N1CCOCC1 (stereo not given),0,-11,-4%,-1,-12%,2%,-3%,3,2%,-8%
COC(=O)c1ccc2c(=O)[nH]c(COC(=O)c3c(-c4ccccc4)noc3C)nc2c1,-2,-20,-4%,-2,·,·,4%,·,2%,20%
CN(C)CCCNC(=O)/C(=C\c1ccc(-c2ccc(Br)cc2)o1)NC(=O)c1ccccc1,-9,7,11%,-36,-1%,-3%,11%[46.1 µM],0,?,-2%
COc1cccc(C(=O)c2c[nH]c(C(=O)NCc3cccnc3)c2)c1,8,-9,7%,3,0%,0%,3%,1,?,4%
CCOC(=O)CCNCc1ccc(OC)c(OC)c1,7,-18,-12%,-3,-3%,-1%,0%,3,4%,-1%
O=C(Nc1ccc(F)cc1)C1CCCN(S(=O)(=O)c2cccc3cccnc23)C1 (stereo not given),-17,37[activator],-4%,3,0%,3%,13%,0,-9%,2%
O=C1CN(c2ccccc2)C(=S)N1C(=O)c1ccccc1,1,-9,8%,11,46%[activator],4%,6%,5,?,-1%
COc1ccc(C)cc1NC(=O)CSc1nnnn1Cc1ccccc1,-3,2,4%,2,1%,0%,-1%,-1,-1%,-6%

# Retrieved by compound from the entries so far (two):
SMILES,TSHR antag,Giardia kill,A-T KAP1 phos,KCNH2 WT inh,CXXC DNA block,GALK inhibitor,TCR act,FBPA coupling cs,BCR signal inh,Tb PFK block
CCNS(=O)(=O)c1ccc(NC(=O)c2ccc(Cn3cc([N+](=O)[O-])cn3)o2)cc1,-10,-17,9%,-10,-3%,-1%,-2%,-3,3%,?
CCN(/N=C/c1cccs1)c1cc(=O)n(C)c(=O)[nH]1,-1,3,1%,-6,-4%,2%,-7%[46.1 µM],-6,2%,-8%
